M4 PAM: positive allosteric modulators of human muscarinic M4 receptor; AID 624126; P08173; 360,000 tested, 0.4% active; CHO-K1 hM4/Gqi5, Fluo-8 calcium fluorescence, ACh EC20; 0% = ACh EC20, 100% = maximal ACh; activation, % at 3 µM;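 active = activation above its plate's cutoff, the mean activation of sample wells plus 3 SD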; note: some results filed as inactive read as strong as hits
Target sequence (P08173 whole entry, looked up): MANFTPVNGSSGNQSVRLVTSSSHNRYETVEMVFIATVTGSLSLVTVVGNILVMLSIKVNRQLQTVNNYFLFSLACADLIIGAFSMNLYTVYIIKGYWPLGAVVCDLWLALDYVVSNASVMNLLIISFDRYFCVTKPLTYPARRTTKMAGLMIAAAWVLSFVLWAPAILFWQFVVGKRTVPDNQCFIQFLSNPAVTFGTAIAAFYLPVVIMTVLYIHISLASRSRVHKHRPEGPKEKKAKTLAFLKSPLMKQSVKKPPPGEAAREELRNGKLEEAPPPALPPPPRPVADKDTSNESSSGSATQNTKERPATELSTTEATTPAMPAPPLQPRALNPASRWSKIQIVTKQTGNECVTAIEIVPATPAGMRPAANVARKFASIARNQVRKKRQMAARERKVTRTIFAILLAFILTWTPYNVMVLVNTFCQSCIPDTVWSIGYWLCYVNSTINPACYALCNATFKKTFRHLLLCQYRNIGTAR
CHRM5 antagonist: blocks acetylcholine activation of human M5 receptor. CHO-hM5 cells, Fluo-8 calcium fluorescence, ACh EC80. 360,000 tested, 0.59% active. inhibition, % at 3 µM. AID 624040;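 active = inhibition above a per-plate cutoff, the mean of that plate's test compounds plus 3 SD, cut at about 27% in these data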;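 note: 0% = acetylcholine EC80 with DMSO and 100% = DMSO without agonist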
CRFBP-R2 block: blocks CRF-induced signaling of the CRF-BP/CRF-R2 complex. HEK293 CRF-R2/CRF-BP, CRF-induced calcium fluorescence. inhibition, % at 11.8 µM. 350,000 tested, 0.59% active;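 active = inhibition of the ligand-induced calcium signal above about 50% at the single tested concentration, limit read from the data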
M4 antag: CHRM4 antagonism in calcium assay; inhibition, % at 3 µM; 360,000 tested, 0.73% active; AID 624125; CHO-hM4 cells, ACh EC80, Fluo-8 calcium fluorescence; P08173;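 active = inhibition above its plate's cutoff, the mean inhibition of sample wells plus 3 SD, cut at about 27% in these data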;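 note: 0% = acetylcholine EC80 with DMSO and 100% = DMSO without agonist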
M5 ag: agonists of human muscarinic M5 receptor (CHRM5); 360,000 tested, 0.19% active; CHO-K1 hM5 cells, Fluo-8 calcium fluorescence; 0% DMSO wells, 100% maximal acetylcholine response; activation, % at 3 µM;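 active = activation above the run's mean over test compounds plus 3 SD, cut at about 23% in these data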;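 note: signal is peak over basal fluorescence ratio across the kinetic read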
M1 PAM: human CHRM1 positive allosteric modulation. activation, % at 3 µM. 360,000 tested, 0.088% active. AID 588819. CHO-K1 hM1, Fluo-8 calcium fluorescence, ACh EC20; 0% = ACh EC20, 100% = maximal ACh; in the data active = activation above about 19%, passing the limit was not always enough
Target sequence (P11229 whole entry, looked up): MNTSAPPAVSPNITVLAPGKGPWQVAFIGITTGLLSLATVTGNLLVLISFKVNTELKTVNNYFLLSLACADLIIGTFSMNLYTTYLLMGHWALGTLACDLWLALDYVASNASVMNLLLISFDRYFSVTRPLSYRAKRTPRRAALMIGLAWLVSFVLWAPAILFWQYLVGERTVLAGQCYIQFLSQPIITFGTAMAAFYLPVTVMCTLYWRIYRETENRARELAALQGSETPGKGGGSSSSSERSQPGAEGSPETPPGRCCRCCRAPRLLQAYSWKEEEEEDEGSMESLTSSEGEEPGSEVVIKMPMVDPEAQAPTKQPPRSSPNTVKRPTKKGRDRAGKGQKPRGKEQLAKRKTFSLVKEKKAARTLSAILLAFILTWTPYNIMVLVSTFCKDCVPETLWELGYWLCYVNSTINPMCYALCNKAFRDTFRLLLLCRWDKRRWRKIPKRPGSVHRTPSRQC
CHRM5 PAM: positive allosteric modulators of human muscarinic M5 receptor; P08912; CHO-K1 hM5, Fluo-8 calcium, ACh EC20 PAM; 0% = ACh EC20, 100% = ACh EC100; activation, % at 3 µM; 360,000 tested, 0.3% active; AID 624038;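 active = activation above the run cutoff, the mean activation of all test compounds plus 3 SD, cut at about 18% in these data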
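Assay system: CHO-K1 hM5 cells. Also added: acetylcholine at EC20 concentration, added after compound. Dosing: 3 µM, single dose. Times: compound preincubation 140 s before EC20 acetylcholine addition. Signal: Fluo-8 calcium fluorescence. Measure: % activation relative to EC20 and EC100 ACh responses. Repeats: singlicate, one well per test compound.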
CRFBP-R2 agonist: agonists of human CRF-binding protein/CRF-R2 receptor complex; AID 588473; HEK293 CRF-R2/CRF-BP, calcium dye fluorescence (FLIPR); percent of saturating CRF peptide response; activation, % at 13.2 µM; 350,000 tested, 0.46% active;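 active = activation of at least 50%, plus an integration ratio under a set limit after plate pattern correction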;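 note: plate controls were neutral control wells without compound for no effect and CRF at EC100 for full effect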
CHRM4 agonist: agonists of human muscarinic M4 receptor (CHRM4) | 360,000 tested, 0.14% active | CHO-K1 hM4/Gqi5, Fluo-8 calcium fluorescence; vehicle 0%, full acetylcholine response 100% | activation, % at 3 µM;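 active = activation above the run mean over all test wells plus 3 SD, cut at about 32% in these data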;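 note: peak over basal fluorescence ratio per well then scaled between controls; 0% = DMSO wells and 100% = acetylcholine at EC100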
Starred values were filed as active, the others as inactive; nt = not tested or not shown.

#	structure	M4 PAM	CHRM5 antagonist	CRFBP-R2 block	M4 antag	M5 ag	M1 PAM	CHRM5 PAM	CRFBP-R2 agonist	CHRM4 agonist
1	CCOC(=O)C[C@H]1c2cc(F)ccc2S(=O)(=O)N1C(C)C	-4	13	-1	3	-2	3	3	-0.5	0
2	CCc1nnc(NS(=O)(=O)c2ccc(N=CC3=C(O)CC(C)(C)CC3=O)cc2)s1	-3	-3	34	-7	3	-3	1	0.5	4
3	COc1cc(C(=O)N2CCCC(c3cc(C(=O)NCc4ccc(F)cc4)no3)C2)cc(OC)c1C (stereo not drawn)	-1	-5	nt	-29	-1	3	3	nt	10
4	COc1ccc(C(C)C)cc1S(=O)(=O)N1CCN(c2ccccc2)CC1	-8	9	24	-8	-1	3	-7	2.4	0
5	CC(=O)N1CCc2cc(S(=O)(=O)N3CC(C)CC(C)C3)ccc21 (stereo not drawn)	4	8	-9	-4	-4	3	-2	-0.3	1
6	O=C(CSc1nc2ccccc2c(=O)[nH]1)Nc1ccc(Br)cc1	4	-2	1	2	-2	6	0	3.9	2
7	CCN1CCN(CCCNC(=O)C(=O)c2c(C)[nH]c3ccccc23)CC1	-4	11	-3	7	-1	-4	-5	-0.2	1
8	CC(=O)N1CCCc2cc(S(=O)(=O)N3CCCC(C(=O)NCc4ccc(Cl)cc4)C3)ccc21 (stereo not drawn)	-7	26	-15	0	0	4	-11	-1.4	13
9	O=C(CSc1nc2ccccc2c(=O)n1-c1ccc(Cl)c(Cl)c1)Nc1ccc2c(c1)CCC2	2	-7	nt	-19	-2	-5	0	nt	2
10	CC1CCCC(NC(=O)COC(=O)C2=COCCO2)C1C (stereo not drawn)	-2	5	22	-1	0	7	-4	37	1
11	O=C(COC(=O)c1cccc(Br)c1)NCC1CCCO1 (stereo not drawn)	3	-7	16	-2	2	8	8	-2.7	1
12	Cc1ccc(C(=O)C2CCOC(C)(C)C2)cc1 (stereo not drawn)	0	-3	1	-16	-3	4	0	-1.0	0
13	COc1ccc(NC(=O)C2CC(=O)N(Cc3ccc(C)cc3)C2)cc1S(=O)(=O)N1CCCCC1 (stereo not drawn)	7	0	-13	-10	-2	1	3	3.1	0
14	O=C(NCc1ccccc1Cl)c1ccncc1	-10	-32	14	-4	8	3	8	-0.3	2
15	O=C(/C=C/c1ccccc1)NNC(=O)c1cccc(Cl)c1	-1	1	0	6	-1	4	-3	-2.9	2
16	CC1CCC(NC(=O)C2CC(O)CN2S(=O)(=O)c2ccc([N+](=O)[O-])cc2)CC1 (stereo not drawn)	7	4	3	-1	2	5	1	-0.2	1
17	CCOc1ccccc1NC(=O)N1CCC(n2nnc3cc(C)ccc32)CC1	-8	3	-2	0	-1	3	-4	-1.1	2
18	Cc1ccc(N=C2CCCCCN2C)c(C#N)c1	1	2	13	7	-13	5	0	0.2	0
19	O=C1CCC(OCc2ccccc2)CCN1CC[C@@H](Sc1ccccc1)c1ccccc1 (stereo partly drawn)	-1	0	nt	-6	1	nt	-6	nt	1
20	COc1cccc(C2C(=O)N(C3CCCCC3)CC(=O)N2Cc2ccc(F)cc2)c1 (stereo not drawn)	-4	11	-41	-7	1	1	-4	-2.1	2
21	CC(C)c1ccc2[nH]c3c(c2c1)[C@@H]1CCN2C(=O)CCC[C@H](C3)[C@H]12	-2	7	5	-6	6	-2	-7	0.3	12
22	CCCc1nc2ccc(NC(=O)c3ccco3)cc2c(=O)n1Cc1ccccc1Cl	-4	-9	-9	0	-3	4	5	-0.1	1
23	COc1ccc(CNC(=O)COC(=O)c2ccc(Br)cc2)cc1	8	5	3	-12	1	8	8	-3.9	0
24	O=C(NNC1=NS(=O)(=O)c2ccccc21)C1CC(=O)N(c2ccccc2)C1 (stereo not drawn)	6	-1	0	2	-1	12	1	-1.5	1
25	CC1CN(C(=O)c2cccc(S(=O)(=O)Nc3ccccc3Cl)c2)CC(C)O1 (stereo not drawn)	-1	7	-5	5	-3	-1	-4	-0.8	1
26	CC(NC(=O)COC(=O)C1=COCCO1)C12CC3CC(CC(C3)C1)C2 (stereo not drawn)	0	14	-33	3	0	-8	-15	3.3	7
27	O=C(c1ccco1)N1CCN(c2ncnc3c(-c4ccc(Cl)cc4)nsc23)CC1	3	12	11	0	-3	-6	-4	0.5	3
28	CC1CC(C)CN(C(=O)c2ccc(CNc3c(N4CCCC4)c(=O)c3=O)cc2)C1 (stereo not drawn)	2	1	12	-3	1	11	3	5.5	0
29	Cc1ccc(CSc2ncnc3c2cnn3-c2ccccc2)cc1	0	11	15	6	-1	-7	-2	11	1
30	CCCCSc1nnc2c(n1)OC=Nc1ccccc1-2	-3	8	-5	-1	5	3	-2	2.1	0
31	COc1cccc(/C=N/Nc2nn3cnnc3c3ccccc23)c1	-1	-3	1	8	-4	3	6	0.3	1
32	CCCCN(C(=O)c1[nH]c(C)c(C(=O)OCC)c1C)c1c(N)n(CCCC)c(=O)[nH]c1=O	14	5	-8	-8	1	9	-2	0.3	0
33	O=C(c1ccc2c(c1)OCO2)N1CCC2(CC1)Oc1ccc(Cl)cc1C(=O)C21CC(c2ccccc2)=NO1 (stereo not drawn)	5	9	1	0	2	7	4	4.8	-1
34	COc1ccc(C2C(C(N)=O)=C(C)Nc3nc(CCCO)nn32)cc1 (stereo not drawn)	1	0	8	3	-1	1	0	0.9	0
35	O=S(=O)(Nc1cccc(-c2nnco2)c1)c1ccc(F)cc1F	-1	0	3	7	2	13	5	-3.0	1
36	CC(=O)c1c(C)[nH]c(C(=O)N(CCc2ccccc2)Cc2ccccc2)c1C	-8	4	0	-5	1	-1	-5	0.1	3
37	Oc1c(CN2CCCC(C(F)(F)F)C2)cc(Cl)c2ccccc12 (stereo not drawn)	12	2	1	-16	2	6	15	5.8	3
38	COc1ccccc1CNS(=O)(=O)c1ccc2c(c1)N(C(C)=O)CCO2	4	-1	-9	-13	-1	6	-2	2.7	4
39	O=C(Cc1ccccc1)N[C@@H](Cc1ccccc1)c1nc2ccccc2[nH]1	8	2	14	4	2	4	5	-0.5	0
40	COc1ccccc1NC(=O)c1nn(C)c(C(=O)Nc2ccccc2OC)c1[N+](=O)[O-]	-5	-6	0	-10	-2	-1	3	-1.4	4
41	O=C(c1ccco1)N1CCN(C(=O)c2ccc(-c3ccccc3Cl)o2)CC1	-7	5	3	5	3	8	-4	-0.2	5
42	Cc1ccccc1NC(=O)CN1CCOCC1	-3	-7	6	2	2	22	16	2.1	0
43	C=CCn1c(SCC(=O)Nc2nnc(C)s2)nnc1-c1cccnc1	-5	4	-8	0	3	1	5	0.3	1
44	CCOc1cccc(CN2CCN(Cc3ccc(C)o3)C(CCO)C2)c1O (stereo not drawn)	-2	8	-3	4	-1	3	0	1.2	2
45	O=S(=O)(NCC1CCCO1)c1ccccc1F (stereo not drawn)	11	0	5	-7	-3	11	2	-1.0	0
46	Cc1ccc(C2CC(c3ccccc3OC(F)F)Nc3ncnn32)cc1 (stereo not drawn)	10	0	-44	5	4	7	4	8.6	3
47	CCOC(=O)CN1CC23C=CC(O2)C(C(=O)Nc2ccc(C(C)=O)cc2)C3C1=O (stereo not drawn)	-10	16	-4	-5	6	-14	-18	0.4	23
48	S=C(NCCc1ccccc1)N1CCC2CC1c1c(Cl)cccc12 (stereo not drawn)	-6	-5	51*	2	-2	-8	-1	1.7	-1
49	O=C(COC(=O)Cc1ccc(F)cc1)Nc1ccc2[nH]c(=O)[nH]c2c1	-3	4	0	3	3	5	2	-0.5	-1
50	Cc1cc(C)cc(NC(=O)C2CCN(c3nccs3)CC2)c1	3	-5	24	-13	-2	-1	-2	-2.7	0
51	COCCn1c(C)c(C(=O)O)sc1=S	16	3	-10	-3	-2	9	2	-0.8	0
52	NS(=O)(=O)c1cccc(C(=O)NC2CCSc3ccccc32)c1 (stereo not drawn)	-6	-7	1	-6	-5	7	4	0.7	2
53	O=C(Nc1ccccc1N1CCOCC1)c1cccc2c(Br)cccc12	2	8	-6	-27	-3	5	-2	3.6	3
54	NC(=O)c1ccc(NC(=O)COC(=O)c2c3c(nc4ccccc24)/C(=C\c2cccs2)CCC3)cc1	-10	8	-19	8	-4	-1	-9	1.4	6
55	Cc1ccc(NC(=O)N2CCC(c3nc4c(nnn4Cc4c(F)cccc4Cl)c(=O)[nH]3)CC2)cc1	-8	4	5	4	-5	13	0	-1.1	3
56	O=C(c1cccc(N2CCCC2=O)c1)N1CCOCC1	7	-6	13	-6	-6	3	-2	0.3	1
57	CC(C)CCN1CCN(Cc2ccc(C#CC(C)(C)O)s2)CC1CCO (stereo not drawn)	-18	-6	-2	19	-7	-15	6	7.0	2
58	N#Cc1cn(Cc2ccccc2)c(=O)[nH]c1=O	-2	-7	-12	1	2	2	-7	0.8	1

Sorted by the number under M1 PAM (smallest number first): four from the list above.
#	structure	M4 PAM	CHRM5 antagonist	CRFBP-R2 block	M4 antag	M5 ag	M1 PAM	CHRM5 PAM	CRFBP-R2 agonist	CHRM4 agonist
50	Cc1cc(C)cc(NC(=O)C2CCN(c3nccs3)CC2)c1	3	-5	24	-13	-2	-1	-2	-2.7	0
58	N#Cc1cn(Cc2ccccc2)c(=O)[nH]c1=O	-2	-7	-12	1	2	2	-7	0.8	1
44	CCOc1cccc(CN2CCN(Cc3ccc(C)o3)C(CCO)C2)c1O (stereo not drawn)	-2	8	-3	4	-1	3	0	1.2	2
41	O=C(c1ccco1)N1CCN(C(=O)c2ccc(-c3ccccc3Cl)o2)CC1	-7	5	3	5	3	8	-4	-0.2	5
